Screens deposited in PubChem BioAssay by Small Molecule Screening Facility, UW Madison.
PriA SSB inh – inhibitors of Klebsiella pneumoniae PriA binding to SSB C-terminal tail, primary screen, biochemical, AlphaScreen | AID 1272365, 2023 | PriA–SSB C-terminal tail interaction (Klebsiella pneumoniae) | actives 0.6% (n = 430,000) | inhibition, % at 33 µM | AlphaScreen SSBct-PriA binding, biotinylated peptide; in the data active = inhibition mostly above about 37%, no sharp cut-off; inactive = mostly below about 20%;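 note: plate controls were negative control peptide for no effect and reference peptide for full effect; strong numbers were not always called active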
* marks the source's active call; other numbers are inactive results; & = joins results of further samples. Some of the compounds tested; rates above refer to the full screens.

SMILES	PriA SSB inh
CC(CCc1ccccc1)=NNC(=O)c1ccc(CN2CCOCC2)cc1	-12
COC(=O)Nc1ccc(S(=O)(=O)N2CCCC(C(=O)Nc3ccc4c(c3)OCCO4)C2)cc1 (stereo not given)	-2
S=C(NCCc1ccccc1)NN=Cc1ccccc1Cl	-14
O=[N+]([O-])c1cc(F)c(N2CCc3ccccc3C2)cc1N1CCN(S(=O)(=O)c2ccccc2)CC1	11
O=C(c1cc2cc(Cl)cc(Cl)c2oc1=O)N1CCN(c2ccccc2F)CC1	-1
CN(C)C(CNC(=O)Cc1cccc2ccccc12)c1ccsc1 (stereo not given)	3
CCOc1ccc(-c2ccc(=O)n(CCCC(=O)Nc3ccc(F)c(F)c3)n2)cc1	-5
COc1cccc(-c2ccc(C(=O)N3CC[C@H](S(=O)(=O)C(C)(C)C)C3)cc2)c1	-14
O=C(CSc1nnnn1-c1ccccc1)NCCc1ccc2c(c1)OCCO2	-9
Cc1cc2c(cc1C)NC(CC(=O)Nc1ccc(I)cc1C)C(=O)N2 (stereo not given)	-12
Oc1ccc(C=NNc2nncc(-c3ccccc3)n2)cc1	11
Cc1cccc(C(=O)NC(NC(=S)Nc2sc3c(c2C#N)CCCC3)C(Cl)(Cl)Cl)c1 (stereo not given)	6
CC(=NNC(=O)CC#N)c1ccc(Oc2ccccc2)cc1	-2
O=C1NCCNC1=CC(=O)c1ccc(Cl)cc1	0
CCCC(O)=C1C(=O)CCCC1=NCCc1c(C)[nH]c2ccc(OC)cc12	-4
O=C(Nc1nc(-c2ccccn2)cs1)c1cccc(F)c1	120*
CCOC(=O)c1cn[nH]c1S(=O)(=O)N1CCC(C)CC1	-17
CC(C)C(=O)Nc1ccc(C(=O)NCCNS(C)(=O)=O)cc1	-15
CCC(=O)Nc1ccc(C(=O)NCCNS(=O)(=O)c2ccc(OC)cc2)cc1	-7
O=C(NCc1ccc(C(O)c2ccsc2)s1)Nc1ccc2c(c1)OCO2 (stereo not given)	-17
CCn1c(SCC(=O)NCc2cccc(OC)c2OC)nc2c(-c3ccccc3)csc2c1=O	2
COc1cc2[nH]c(=O)n(CCCCC(=O)NCc3ccc(C(F)(F)F)cc3)c(=O)c2cc1OC	-13
Cn1cccc1Cc1nnc(SCC(=O)Nc2ccc3c(c2)OCO3)n1-c1cccc(C(F)(F)F)c1	47
O[C@H]1CCN(CCn2cccn2)C1	-8
Cc1nc2scc(-c3ccccc3)c2c(=O)n1N=Cc1ccco1	-12
Cc1nn(-c2ccccc2)c(N2CCCC2)c1C=NO	-4
CCOc1ccccc1NC(=O)CN1C(=O)N(c2ccc(Cl)cc2)S(=O)(=O)c2ccccc21	-2
Nc1ccc(Br)nc1Cl	2
COc1ccc(S(=O)(=O)NCCNc2cc(-n3ccnc3C)nc(C)n2)cc1Cl	-9
COC(=O)c1cc(NC(C)=O)ccc1O	1

Quoted at random: 2 entries already listed, in no set order.
SMILES	PriA SSB inh
O=C(CSc1nnnn1-c1ccccc1)NCCc1ccc2c(c1)OCCO2	-9
COC(=O)Nc1ccc(S(=O)(=O)N2CCCC(C(=O)Nc3ccc4c(c3)OCCO4)C2)cc1 (stereo not given)	-2

Following part
SMILES	PriA SSB inh
CCOc1ccccc1NC(=O)NCCn1ccc(C(F)(F)F)n1	-2
O=C(c1ccc2nsnc2c1)N1CCC(CSCc2ccco2)CC1	8
CC(NC(=O)c1ccccc1)C(O)c1ccccc1 (stereo not given)	-7
O=C(Nc1ccccc1)ON=C1CCCc2occc21	-4
C=CCn1c(-c2ccc(Cl)cc2)csc1=Nc1ccc(N=Nc2ccccc2)cc1	12
Cc1ccc(-c2cc(C(=O)NN=Cc3ccc(Cl)cc3)n[nH]2)o1	2
Cc1c(C=NNC(=O)c2cc3ccccc3o2)c2ccccc2n1C	-9
CCc1cc(=O)[nH]c(-n2nc(C)cc2NC(=O)c2c(F)cccc2Cl)n1	22
O=C(Cn1nc2c(c1NC(=O)Cc1ccc(F)cc1)CSC2)NC[C@H]1CCCO1	-4
O=C(c1cnccn1)N1CCC(Cc2n[nH]c(=O)n2-c2ccccc2F)CC1	-1
O=C(CSc1ccc(-c2nc(-c3ccccc3)no2)cn1)Nc1ccc2c(c1)OCCO2	-8
Cc1ccc(/C=C/S(=O)(=O)N2CCC(Oc3ncccc3C#N)CC2)cc1	5
CCN1CCN(c2nc(NCC3CCCO3)nc(N)c2[N+](=O)[O-])CC1 (stereo not given)	0
Cc1cc(C)n(CC2CCN(Cc3cccc(Cl)c3)CC2)n1	-8
Cc1ccc(-c2cn3cccnc3n2)cc1NC(=O)c1cccc(C(F)(F)F)c1	-6
COc1ccc2oc(-c3csc(NC(=O)c4ccc(C(C)=O)cc4)n3)cc2c1	-8
O=S(=O)(Nc1ccccc1Cc1nc(-c2cccnc2)no1)c1ccc(Cl)s1	-4
O=C(NCCCS(=O)(=O)N1CCN(c2ccccn2)CC1)C(c1ccccc1)c1ccccc1	-23
COC(=O)c1ccc(S(=O)(=O)NCCn2nc(C(F)(F)F)cc2C2CC2)cc1	-1
CCOC(=O)c1c(NC(=O)c2cc(Cl)ccc2Cl)sc(C)c1C	-6
CCc1nc(-n2nc(C)cc2N)c2c3c(sc2n1)CCC3	10
CCOC(=O)N1CCN(c2nc3ccc(F)cc3s2)CC1	-21
Cc1ccc(-n2cc(-c3ccccc3)c3c(NCC4CCCO4)ncnc32)cc1Cl (stereo not given)	-2
O=C(NCCOc1ccc(-c2ccco2)nn1)c1cccc(C(F)(F)F)c1	19
COc1ccc(-c2nc(C)c(CCNS(=O)(=O)c3ccc4c(c3)OCCO4)s2)cc1OC	-1
Cc1ccc(C)c(S(=O)(=O)Nc2ccc(Cl)c(N3CCCS3(=O)=O)c2)c1	8
CN(C)c1ccc(CCCNC(=O)c2cccc(C(F)(F)F)c2)cc1	8
COc1ccc(OC)c(C(O)=CC(=O)C(=O)Nc2cc(C)ccc2OC)c1	1
COc1ccc(C(=O)NN=Cc2ccc(OC)c(COc3ccc(F)cc3)c2)cc1	-2
Cc1cc(S(=O)(=O)N2CCOC23CCN(C(=O)c2ccccc2C(F)(F)F)CC3)ccc1F	0
COC1CCN(C(=O)c2ccc(F)cc2)CC1	-7
CC(C)CC(=O)Nc1ccc2c(c1)N(C(=O)c1cccs1)CCC2	-7
Cc1ccc(S(=O)(=O)NC[C@@H](c2ccco2)N(C)C)cc1	2
CC(=NNC(=O)CCn1nnc2ccccc21)c1cccs1	-6
COC1(CNS(=O)(=O)c2ccc(N3CCCCS3(=O)=O)cc2)CCSC1 (stereo not given)	-5
CSc1ccc(C(=O)Nc2ccccc2Oc2ccccc2)cc1	19
Nc1nonc1-n1nnc(C(=O)NN=Cc2ccccc2)c1CN1CCc2ccccc21	18
NC(=NOC(=O)CCCOc1ccccc1)c1ccccc1	-80
CCN(CC)c1ccc(C=Nc2sc3c(c2C#N)CCCC3)c(O)c1	-5
O=C(NCCn1cnc2ccsc2c1=O)C1c2ccccc2Oc2ccccc21	-14

The last 5 records of the part before open the next one:
SMILES	PriA SSB inh
CSc1ccc(C(=O)Nc2ccccc2Oc2ccccc2)cc1	19
Nc1nonc1-n1nnc(C(=O)NN=Cc2ccccc2)c1CN1CCc2ccccc21	18
NC(=NOC(=O)CCCOc1ccccc1)c1ccccc1	-80
CCN(CC)c1ccc(C=Nc2sc3c(c2C#N)CCCC3)c(O)c1	-5
O=C(NCCn1cnc2ccsc2c1=O)C1c2ccccc2Oc2ccccc21	-14
O=C(Cn1cnc2ccccc21)N1CCC[C@H](Cc2nc(-c3ccsc3)no2)C1	6
COc1ccc(NC(=O)CC(C(=O)O)N2CCCCC2)cc1Cl (stereo not given)	-5
Cc1cc(C)n(C(C)CC(=O)Nc2ccccn2)n1 (stereo not given)	3
COc1ccc(CCN2C(=O)C3N=NN(c4ccccc4)C3C2=O)cc1OC (stereo not given)	-6&4
CCc1ccc(NC(=O)c2oc3ccccc3c2NC(=O)c2cc3ccccc3oc2=O)cc1	-9
COc1cccc(C(=O)NCCn2ncc3c(=O)n(Cc4ccccc4C)cnc32)c1OC	3
COc1ccc(CC(=O)NCCN2CCN(c3ccc(F)cc3)CC2)cc1	-6
CCON=C(C)c1c(O)c2ccccc2n(C)c1=O	-2
Cc1csc(NC(=O)C2CCN(Cc3nc4ccccc4[nH]3)CC2)n1	0
O=C(CSc1ncccn1)N1CC(S(=O)(=O)c2ccc(Cl)cc2)C1	-18
O=C(Cc1ccccc1Cl)N1CCN(C(=O)c2cnn3ccccc23)CC1	-12
O=C(NCC#CCN1CCc2ccccc2C1)c1cccnc1	-19
CCCC(=O)N(Cc1ccccc1)c1nc2ccccc2s1	-23
Cc1cccc(C(=O)ON=Cc2c(Cl)n(C)c3ccccc23)c1	-21
O=C(O)CCNS(=O)(=O)c1ccc(F)c(Cl)c1	-10
O=C(c1ccc2c(c1)OCO2)N(Cc1ccco1)C1CCOCC1	-12
O=C(NC1CC1)c1ccc2c(=O)nc3c(-c4cccc(F)c4)n[nH]n3c2c1	-5
O=C(NCCn1nc(-c2ccccc2)ccc1=O)Nc1ccccc1Cl	-26
COC(=O)c1ccc(CSc2nnc(CNC(=O)c3cccc([N+](=O)[O-])c3C)o2)o1	0
COc1cc(C(=O)NCCc2ccc(N3CCCC3)cc2)cc(OC)c1OC	3
COC(=O)c1ccc(NC(=O)C(=O)NCC2CCN(c3nc4ccccc4o3)CC2)cc1	1
CCOc1cc(NC(=O)C(C)(C)C)c(OCC)cc1NC(=O)c1ccccc1	8
NCC1CCN(S(=O)(=O)c2cccnc2)CC1	4
O=C(Cc1cc(=O)[nH]c(SCc2ccc(F)cc2)n1)NCc1ccncc1	-2&21
COc1cc(C=NNC(=O)CCn2nc(C)cc2C)ccc1O	0
CC1(C)CC(=O)C(C=Nc2ccc(F)c(F)c2)=C(O)C1	-14
Cc1cccc(CC(=O)N(CCc2cccs2)C2CC2)c1	-19
O=C(c1ccoc1)N1CCN(CCn2ccnc2-c2ccccc2)CC1	-15
CC(C)N(C(=O)CSc1nnc(-c2ccncc2)n1-n1cccc1)c1ccccc1	-2
O=C(CSc1cc(C(F)(F)F)c2cc3c(cc2n1)OCO3)N1CCOCC1	-17&-7
CN(C(=O)Cc1csc2nc(-c3ccc(F)cc3)cn12)c1ccccc1	0
CCOC(=O)C1=C(C)NC(=O)NC1c1ccc([N+](=O)[O-])cc1 (stereo not given)	-1
N#Cc1ccc(COCC2CCN(C(=O)Nc3cccc(Cl)c3)CC2)cc1	-11
O=C(Cn1ccc2ccccc21)N1C2C=CCC1CC2 (stereo not given)	-1
Cc1cc(NC(=O)CCS(=O)(=O)c2ccc(Cl)cc2)n(C(C)C)n1	-2
O=C(NCc1ccccc1)NCC1(O)Cc2ccccc2C1	-4
O=[N+]([O-])c1cccc(S(=O)(=O)NN=Cc2ccc3c(c2)OCO3)c1	-7
COc1cccc(NC(=O)C(=O)NN=Cc2cc(C)n(-c3ccc(Cl)c(Cl)c3)c2C)c1	4
O=C(Nc1ccc2c(c1)N(S(=O)(=O)c1ccc(F)cc1)CCC2)c1c(F)cccc1Cl	-10
O=C(CSc1nc2c(c(=O)[nH]1)CCCC2)Nc1ccc(Cl)cc1	-22&-16

A different layout for 3 compounds above.
O=[N+]([O-])c1cccc(S(=O)(=O)NN=Cc2ccc3c(c2)OCO3)c1
  PriA SSB inh = -7

COc1cccc(NC(=O)C(=O)NN=Cc2cc(C)n(-c3ccc(Cl)c(Cl)c3)c2C)c1
  PriA SSB inh = 4

O=C(Nc1ccc2c(c1)N(S(=O)(=O)c1ccc(F)cc1)CCC2)c1c(F)cccc1Cl
  PriA SSB inh = -10

(listing goes on)
SMILES	PriA SSB inh
Cc1noc(C)c1S(=O)(=O)NCCn1nc(-c2cccs2)n(C2CC2)c1=O	-6
Cc1nc(-c2cccs2)sc1CNS(=O)(=O)c1ccc(NC(=O)C(C)C)cc1	2
CC(C)n1c2ccc(Br)cc2c2nc3ccccc3nc21	4
COc1ccccc1NC(=S)NN=C1CC(C)(C)Oc2ccc(O)cc21	25
Cn1ccnc1S(=O)(=O)C1CCN(C(=O)c2cc(C(C)(C)C)cc(C(C)(C)C)c2)CC1	-20
CCN1CCN(Cc2ccc(O)c3ncccc23)CC1	123*
Nc1ccc(Cc2ccc(N)c([N+](=O)[O-])c2)cc1[N+](=O)[O-]	6
COc1ccc(C)cc1Nc1c(C(=O)N2CCCC2)cnc2nc(C)ccc12	-1
CCn1cccc(-c2nnc(SCC(=O)Nc3cccc(NC(C)=O)c3)n2C)c1=O	0
Cc1ccc2nc(NC(=NS(=O)(=O)c3ccc(F)cc3F)c3ccccc3)sc2c1	-11

Given as a markdown table: part of the list above
| mol | PriA SSB inh |
| --- | --- |
| COc1ccccc1NC(=S)NN=C1CC(C)(C)Oc2ccc(O)cc21 | 25 |
| Cn1ccnc1S(=O)(=O)C1CCN(C(=O)c2cc(C(C)(C)C)cc(C(C)(C)C)c2)CC1 | -20 |

Continued.
SMILES	PriA SSB inh
O=[N+]([O-])c1cnc(Cl)nc1NC1CCCC1	15
CC1CCN(S(=O)(=O)c2ccc(C(=O)Nc3nc4ccc(Cl)cc4s3)cc2)CC1	0
O=C(NCC1CCN(C2CCCC2)CC1)C1CC1	-9
O=C1CC(NC(=O)Cc2cccs2)CN1 (stereo not given)	-5
Cc1cc(C)nc(SCC(=O)NN=Cc2sccc2C)n1	3
C=CCOc1cccc(C=NNC(=O)C(OC)c2ccccc2)c1 (stereo not given)	4
Cc1cccc(NC(=O)Cc2cc(-c3ccc(Cl)cc3)on2)n1	-4
O=S(=O)(c1ccc(Br)s1)N1CCC(c2ccccn2)C1 (stereo not given)	-25
O=C(NCc1ccc(F)cc1)NCC(c1ccsc1)N1CCOCC1 (stereo not given)	-3
CCCN(CCC)S(=O)(=O)c1ccc(C(=O)Nc2nnc(-c3ccc(OC)cc3OC)s2)cc1	3
CO[C@@](C)(CN)c1ccccc1F	-13
O=C(NN=Cc1c[nH]c2ccc(Br)cc12)C1CC1	-8
O=Cc1sc(=O)n(Cc2ccccc2)c1Cl	6
